Assay outcomes as filed in PubChem.
aDG glyco act: activators of alpha-DG glycosylation, primary screen, uHTS, Pro5-aDG cells, AlphaScreen | activation, % at 10 µM | alpha-DG glycosylation AlphaScreen (IIH6); 0% Pro5, 100% B10-LARGE cell signal | AID 624168, 2012 | hit rate 0.22% among 360,000;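 active = activation of at least 8% versus controls, or a plate z-score of at least 8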;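 note: Pro5 are CHO cells carrying HIG-tagged alpha-DG that lacks glycosylation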
NOD2-RIPK2 inh: NOD2-RIPK2 binding disruptors in cells, primary screen, fluorescence, CHO cells, BLA complementation; CCF4 ratio; inhibition, % at 4.98 µM; hit rate 0.38% among 360,000; AID 624267, 2012; in the data active = inhibition above about 21%;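 note: 0% = vehicle only and 100% = reference blocker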
Target sequence (O43353 whole entry, looked up): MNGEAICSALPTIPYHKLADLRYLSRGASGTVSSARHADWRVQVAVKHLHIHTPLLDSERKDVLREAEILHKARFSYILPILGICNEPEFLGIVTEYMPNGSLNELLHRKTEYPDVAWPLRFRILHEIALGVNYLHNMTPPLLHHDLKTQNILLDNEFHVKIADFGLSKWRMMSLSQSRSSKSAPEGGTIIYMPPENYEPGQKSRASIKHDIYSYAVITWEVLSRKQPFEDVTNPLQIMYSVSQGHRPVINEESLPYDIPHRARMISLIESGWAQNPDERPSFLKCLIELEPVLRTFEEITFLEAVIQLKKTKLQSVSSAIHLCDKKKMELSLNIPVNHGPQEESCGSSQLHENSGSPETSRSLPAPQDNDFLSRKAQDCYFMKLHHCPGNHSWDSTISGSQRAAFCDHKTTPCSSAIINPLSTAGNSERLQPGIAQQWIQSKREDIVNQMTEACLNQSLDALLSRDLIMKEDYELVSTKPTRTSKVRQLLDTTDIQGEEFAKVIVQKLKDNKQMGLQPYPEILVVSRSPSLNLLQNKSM
MC4R barr agon: MC4R agonists recruiting beta-arrestin, primary screen, cell-based, luminescence, agonist arm of biased-ligand search; Melanocortin receptor 4 (Homo sapiens), P32245; U2OS MC4R beta-arrestin complementation; percent of melanotan II response, DMSO zero; activation, % at 8.9 µM; hit rate 0.98% among 360,000;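 active = activation above a per-plate cutoff, the mean activation of sample wells on that plate plus 3 SD, cut at about 8% in these data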
Target sequence (P32245 whole entry, looked up): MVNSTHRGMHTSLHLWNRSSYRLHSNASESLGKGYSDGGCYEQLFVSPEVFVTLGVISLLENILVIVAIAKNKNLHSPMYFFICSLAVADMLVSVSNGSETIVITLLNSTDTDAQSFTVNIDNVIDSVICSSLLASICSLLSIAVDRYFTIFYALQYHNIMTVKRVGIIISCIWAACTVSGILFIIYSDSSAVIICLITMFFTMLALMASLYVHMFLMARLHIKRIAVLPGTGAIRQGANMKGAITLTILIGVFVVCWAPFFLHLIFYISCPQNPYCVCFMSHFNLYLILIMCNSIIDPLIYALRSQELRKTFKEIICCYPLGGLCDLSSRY
ABCB6 inh 2: ABCB6 transporter inhibitors, primary screen, K562-ABCB6 cells, flow cytometry, MLPCN library. ATP-binding cassette sub-family B member 6 (Homo sapiens), Q9NP58. K562-ABCB6 porphyrin accumulation, 1 h; hits give low values. fluorescence ratio to DMSO, % at 10 µM. hit rate 0.19% among 360,000;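 active = fluorescence ratio to DMSO below 75%, the collection mean minus 3 SD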;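 note: signal is porphyrin accumulated inside mitochondria; 100% equals median channel fluorescence of DMSO control wells; lower ratio means ABCB6 inhibition with less porphyrin fluorescence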
Exocytosis inh: LAMP-1 surface exposure blockers, TALL-104 cells – cell-based, flow cytometry, MLPCN library, primary screen | TALL-104 LAMP-1 surface exposure; cells stimulated with thapsigargin and PMA | hit rate 0.66% among 360,000 | inhibition, % at 10 µM;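 active = inhibition above about 55%, limit read from the data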
Vif imaging: HIV Vif self-association inhibitors, primary screen, imaging, HEK293T, single point; hit rate 0.35% among 340,000; HEK293T cells, Vif self-association by quenched fluorescence, 24 h; AID 602346, 2012; inhibition, % at 7.49 µM; in the data active = inhibition above about 50%, passing the limit was not always enough; note: some results filed as inactive read as strong as hits
ABHD5 PLIN5 PPI: ABHD5-PLIN5 interaction inhibitors, primary screen, cell lysate, split luciferase complementation, luminescence | Perilipin-5 (Homo sapiens) + 1-acylglycerol-3-phosphate O-acyltransferase ABHD5 (Homo … | Split G. princeps luciferase complementation, 4 h | inhibition, % at 4 µM | hit rate 0.78% among 360,000 | AID 602281, 2012;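 active = inhibition above the mean inhibition across every tested compound plus 3 SD, cut at about 22% in these data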;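 note: 0% = DMSO only wells and the 100% control is not disclosed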
Glyco luc inh: increase of ERlucT glycosylation luciferase signal, primary screen, N-linked glycosylation inhibitor project, D54 ERlucT cells, luminescence, set 2 | D54 ERlucT glycosylation luciferase reporter, 24 h; percent of 100 nM tunicamycin response | reporter increase, % at 12.5 µM | hit rate 0.23% among 360,000 | AID 588692, 2011;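 active = mean luciferase reporter signal, scaled so untreated is 0 and the glycosylation-blocking control 100, at or above a set limit in every replicate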;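 note: luciferase carries N-glycosylation sites so blocking glycosylation raises the light; 0% = median of neutral control wells and 100% = median of 100 nM tunicamycin wells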
TLR9-MyD88 block: inhibitors of TLR9-MyD88 association in cells, primary screen, cell-based, CHO, BLA complementation, fluorescence; Toll-like receptor 9 (Homo sapiens) + Myeloid differentiation primary response protein …; CCF4 FRET ratio; inhibition, % at 4.98 µM; hit rate 0.21% among 340,000; AID 504734, 2011;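 active = inhibition above the mean over all tested compounds plus 3 SD, cut at about 21% in these data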;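 note: 0% = DMSO only wells and 100% = clavulanate BLA inhibitor control wells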
MC4R antagonist: MC4R antagonists of cAMP signaling, primary screen, cell-based, TR-FRET, antagonist arm of biased-ligand search. Melanocortin receptor 4 (Homo sapiens), P32245. MC4R-expressing cells, MTII-stimulated cAMP, LANCE TR-FRET. inhibition, % at 6.5 µM. hit rate 0.48% among 360,000;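 active = inhibition above its plate's cutoff, the mean of tested wells on that plate plus 3 SD, cut at about 29% in these data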;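 note: 0% = Melanotan II alone and 100% = Melanotan II plus saturating MCL0020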
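Material: human MC4R-expressing U2OS cells. Probe or stimulus: Melanotan II challenge. Dosing: 6.5 µM single dose. Times: 30-min compound, 1-h challenge, 1-h detection, room temperature. Technique: TR-FRET with Eu-cAMP and labeled anti-cAMP, 671 nm. Replication: singlicate.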
* hit, by the source's call; / = not tested or not shown. The list is partial; the hit share may differ from the screen's.

No. | Compound | NOD2-RIPK2 inh | ABCB6 inh 2 | TLR9-MyD88 block | Glyco luc inh | Vif imaging | Exocytosis inh | ABHD5 PLIN5 PPI | aDG glyco act | MC4R antagonist | MC4R barr agon
1 | CCN(CC)C(=O)C(=O)N/N=C/c1cccc(Br)c1 | -7 | 98 | -4 | 0 | -2 | -4 | -2 | 0.0 | 5 | 0.7
2 | Clc1ccc(-c2ncc3ccccn23)cc1 | -1 | 113 | 1 | 0 | -2 | 2 | -1 | 0.2 | -6 | -0.8
3 | O=C(NNC(=O)c1ccc([N+](=O)[O-])cc1Cl)c1ccncc1 | 3 | 100 | 0 | 1 | 2 | 5 | 3 | -0.2 | 2 | -1.2
4 | COc1ccc(OCCOC(=O)Nc2ccccc2)cc1 | -3 | 96 | 5 | -1 | -11 | 2 | -3 | 0.1 | 8 | 2.5
5 | CC(=O)c1ccc(OCC(O)CN2CCc3ccccc3C2)cc1 (configuration not stated) | -7 | 95 | -7 | 1 | -3 | 5 | -8 | 0.1 | 16 | -1.0
6 | O=C(CSc1ccc([N+](=O)[O-])cn1)Nc1ccc2c(c1)OCCO2 | -10 | 105 | -8 | 1 | 5 | -1 | 1 | 0.2 | 1 | -3.0
7 | c1ccc(-c2noc(-c3ccno3)n2)nc1 | -6 | 105 | -7 | 1 | 3 | 7 | 2 | 0.0 | 14 | 1.7
8 | O=C(O)c1ccc(N/N=C/c2ccncc2)cc1 | -9 | 102 | 0 | -3 | 7 | -2 | 0 | 0.0 | -23 | -2.9
9 | CCOP(=O)(OCC)/C(=N/OC(=O)c1ccc(Cl)cc1Cl)C(N)=O | -11 | 101 | -10 | 0 | -17 | -2 | -9 | -0.2 | 15 | -3.0
10 | O=C1c2cc(Cl)ccc2-c2c(O)cc(Cl)cc21 | -8 | 114 | -12 | -5 | -1 | -3 | 12 | -0.4 | -6 | -3.5
11 | CC(=O)Oc1ccc(N2C(=O)[C@@H]3[C@H](C2=O)[C@H]2c4ccccc4C=NN2[C@@H]3C(C)=O)cc1 | 6 | 98 | -5 | 1 | -3 | 2 | 8 | 0.1 | 0 | -2.1
12 | O=C1CCCC2=C1C(c1ccncc1)Nc1ccccc1N2 (configuration not stated) | 1 | 98 | -7 | 0 | 10 | 2 | 5 | -0.2 | 5 | -0.9
13 | C[C@@H]1COC(=O)[C@@H](Cc2ccc(F)cc2)C/C=C\C[C@@H](CC(=O)N[C@H](CO)Cc2ccccc2)C(=O)N1 | -3 | 96 | -3 | 0 | 0 | -2 | -8 | 0.3 | 13 | -0.4
14 | NS(=O)(=O)c1ccc(NC(=O)COC(=O)COc2ccc3ccccc3c2)cc1 | -1 | 102 | 6 | 5 | 14 | -2 | -3 | -0.1 | 8 | 0.1
15 | CC(C)NC(=O)C1CCCN(c2nnc(-n3cccc3)s2)C1 (configuration not stated) | -39 | 98 | -5 | 0 | / | 0 | 7 | -0.6 | 2 | 1.1
16 | COc1cccc(C(=O)Nc2cc(OC)ccc2NC(=O)c2ccco2)c1 | -2 | 100 | -11 | 0 | / | -1 | 0 | 0.1 | 6 | 1.8
17 | C[C@H](CO)N1C[C@H](C)[C@@H](CN(C)Cc2ccc3c(c2)OCO3)Oc2c(NC(=O)Cc3ccccc3)cccc2C1=O | 3 | 94 | 0 | -3 | 6 | 2 | 3 | 0.1 | 20 | -1.2
18 | CCOC(=O)c1cc(NC(=O)N(C(C)C)C2CCCCC2)c(C)nc1C | -7 | 91 | 3 | 1 | / | 10 | -2 | 0.0 | -3 | 0.6
19 | Cc1cc(N2CC(C)OC(C)C2)n2cc(-c3ccccc3)nc2n1 (configuration not stated) | 0 | 100 | -3 | 2 | -4 | -2 | 2 | 0.0 | 2 | -1.4
20 | CC1CCCN(C(=O)c2ccc(S(=O)(=O)N3CCC(c4nc5ccccc5s4)CC3)cc2)C1 (configuration not stated) | -3 | 89 | 3 | -1 | / | -6 | -2 | 3.0 | 8 | -0.7
21 | O=C(NCCN1CCOCC1)c1ccc2c(c1)N(Cc1ccc(F)cc1)C(=O)CS2 | -11 | 106 | -6 | -1 | 7 | 0 | -3 | 0.0 | -3 | 0.2
22 | COC(=O)C1=C(C(=O)c2ccccc2)C(c2cccs2)n2nnnc2N1 (configuration not stated) | 1 | 97 | -2 | -1 | -3 | -5 | 1 | 0.2 | 10 | 1.1
23 | O=C(NCCCNC(=O)c1c(Cl)cccc1Cl)c1c(Cl)cccc1Cl | -8 | 95 | 6 | 1 | 10 | 2 | 4 | 0.1 | -7 | -1.6
24 | O=C(CCC(=O)c1ccc(Cl)cc1)OCn1nnc2ccccc2c1=O | -8 | 97 | -13 | 2 | 16 | 4 | 8 | -0.1 | 3 | -0.9
25 | C[C@H]1CN(C2CCCCC2)C(=O)[C@@H]1CC(=O)NCc1ccccc1 | -5 | 98 | -9 | 2 | 4 | 4 | 1 | 0.4 | 3 | 1.0
26 | CCOc1ccc(N=c2cc(-c3ccc(OC)cc3)oc3ccccc23)cc1 | 1 | 95 | -10 | -3 | 9 | 4 | -5 | -0.8 | 4 | 3.9
27 | CCOC(=O)C1CCN(Cc2ccc(OCc3ccccc3)cc2)CC1 | -12 | 95 | -5 | -5 | 13 | 27 | 0 | 0.2 | -2 | 1.2
28 | CC1(C)C(=O)OC(c2ccc([N+](=O)[O-])cc2)C(C)(C)C1=O (configuration not stated) | 6 | 93 | -1 | -1 | 0 | -11 | -1 | -0.1 | 0 | -2.2
29 | O=C1CCN(S(=O)(=O)c2ccccc2)CCN1CCOCc1ccccc1 | 0 | 109 | -6 | 0 | -5 | 16 | -7 | -0.2 | 1 | 0.4
30 | CC(C)Oc1cccc(C(=O)C2CCCN(Cc3cnn(C(C)C)c3)C2)c1 (configuration not stated) | 4 | 100 | 3 | -3 | -1 | 2 | 3 | 0.2 | 3 | 0.0
31 | Cc1cc(OC(C)C(=O)NCc2ccccn2)c2c(C)c(Cc3ccccc3)c(=O)oc2c1 (configuration not stated) | -102 | 106 | -4 | 0 | -1 | -1 | -4 | -0.3 | 11 | 11*
32 | COc1ccc(Br)cc1C(=O)Nc1nnn(C)n1 | -3 | 153 | -4 | 2 | -8 | 1 | 1 | 0.2 | 5 | -2.1
33 | CC(C)(C#N)N([O-])C=C[N+](=O)C(C)(C)C#N | -8 | 90 | -5 | 1 | 12 | -2 | -4 | -0.3 | 0 | -1.2
34 | O=C(COc1ccccc1)N/N=C/c1sc(=O)n(Cc2cccc(C(=O)O)c2)c1Cl | 1 | 94 | -2 | 0 | -3 | -2 | -1 | -0.1 | 17 | -1.9
35 | COc1ccc(NC(=O)C2(C)Cc3c(-c4ccc5c(c4)OCO5)ccnc3O2)cn1 (configuration not stated) | 5 | 99 | / | 17 | 9 | 7 | 0 | -0.3 | -11 | -1.7
36 | Cc1cccc(N2CCN(C(=O)C3CCC(=O)N(Cc4ccccc4F)C3)CC2)c1C (configuration not stated) | -7 | 96 | -16 | -1 | -6 | 0 | 2 | 0.4 | 17 | -0.1
37 | COC(=O)c1cnc(Nc2cccc(C(F)(F)F)c2)c([N+](=O)[O-])c1 | -7 | 97 | 0 | -1 | -4 | -14 | -1 | 0.0 | 0 | 3.3
38 | O=C(O)c1cc2c(ncc3c(=O)n(-c4ccccc4)[nH]c32)s1 | 9 | 91 | / | 3 | -3 | 15 | 5 | -0.1 | / | /
39 | CCOC(=O)C1C(=O)OC(C)(C)C1C(C)C(=O)c1ccccc1 (configuration not stated) | 0 | 97 | -7 | -1 | 3 | -5 | -4 | -0.1 | -1 | 0.0
40 | COc1cc(NC(=O)N[C@@H](Cc2ccccc2)C(=O)O)cc(OC)c1 | -3 | 94 | -5 | 2 | -2 | 3 | 0 | 0.0 | 2 | -2.7
41 | C[C@H](CO)N1C[C@H](C)[C@@H](CN(C)S(=O)(=O)c2cccs2)Oc2c(NC(=O)C3CC3)cccc2C1=O | -12 | 96 | 5 | 3 | -15 | -3 | 8 | 0.2 | 2 | -2.1
42 | O=C(CCc1ccccc1)NCCS(=O)(=O)N1CCN(c2ccccc2)CC1 | 3 | 99 | 1 | 2 | -4 | 0 | -9 | 0.2 | 1 | -1.0
43 | FC(F)(F)c1cccc(NC(=S)NC2CCCC2)c1 | 0 | 75 | 8 | -2 | -1 | -2 | 0 | 1.6 | 0 | 0.0
44 | CS(=O)(=O)N1N=C(c2ccco2)CC1c1ccc(Cl)cc1 (configuration not stated) | -7 | 97 | -2 | -3 | / | 9 | 4 | 0.2 | 12 | 0.8
45 | COc1cccc(NC(=O)Cn2c(=O)n(-c3cc(OC)c(OC)c(OC)c3)c(=O)c3ccccc32)c1 | 10 | 96 | 7 | -2 | -4 | -5 | 2 | 0.0 | 6 | -2.4
46 | NC(=O)CN1CCOCCOCCN(CC(N)=O)CCOCC1 | 8 | 102 | 1 | 2 | -3 | 0 | -7 | -0.1 | 4 | -1.1
47 | CC1CCCCC1NC(=O)COC(=O)c1ccc2ncsc2c1 (configuration not stated) | 6 | 95 | 11 | 1 | -5 | 6 | 8 | -0.1 | 9 | -0.3
48 | CCC(C)c1ccccc1OCCCNC1CCCC1 (configuration not stated) | 2 | 100 | -6 | -1 | 2 | 14 | 2 | 1.1 | 13 | 5.2
49 | COc1ccc(/C=C/c2nnc(NC(=O)C(C)C)s2)cc1 | -14 | 95 | -2 | -1 | -1 | 2 | -3 | 0.0 | 0 | -2.0
50 | Cc1ccc(Nc2nc3ccccc3n3cnnc23)cc1C | -3 | 97 | 3 | 0 | 30 | 2 | 9 | -0.1 | -16 | 0.8
51 | O=c1c(OC2OC(CO)C(O)C(O)C2O)c(-c2ccc(O)c(O)c2)oc2cc(O)cc(O)c12 (configuration not stated) | -6 | 93 | 0 | 1 | 10 | -5 | 7 | -0.2 | -5 | -1.1
52 | O=C(c1cc(-c2ccccc2)on1)N1CCN(Cc2ccc3c(c2)OCO3)CC1 | -2 | 96 | -3 | 3 | 3 | -2 | -4 | -0.3 | -4 | -2.4
53 | CC(C)N(Cc1cc2ccccc2[nH]c1=O)C(=O)c1cccnc1 | 17 | 101 | 1 | 2 | -2 | -1 | -7 | 0.0 | 5 | -1.9

Look-ups from above:
compound 47 in MC4R antagonist is entered as 9
compound 46 in aDG glyco act is entered as -0.1
